GPR7 antag – GPR7 receptor antagonists, primary screen, cell-based, fluorescence, single concentration. actives 1.1% (n = 290,000). inhibition, % at 4.4 µM. AID 1861, 2009. Neuropeptides B/W receptor type 1 (Homo sapiens), P48145. GPR7-expressing cells, fluorescence antagonist assay; in the data active = inhibition above about 16%, passing the limit was not always enough;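 note: cells stimulated with the agonist NPW; 0% = agonist with vehicle and 100% = vehicle without agonist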
Target sequence (P48145 whole entry, looked up): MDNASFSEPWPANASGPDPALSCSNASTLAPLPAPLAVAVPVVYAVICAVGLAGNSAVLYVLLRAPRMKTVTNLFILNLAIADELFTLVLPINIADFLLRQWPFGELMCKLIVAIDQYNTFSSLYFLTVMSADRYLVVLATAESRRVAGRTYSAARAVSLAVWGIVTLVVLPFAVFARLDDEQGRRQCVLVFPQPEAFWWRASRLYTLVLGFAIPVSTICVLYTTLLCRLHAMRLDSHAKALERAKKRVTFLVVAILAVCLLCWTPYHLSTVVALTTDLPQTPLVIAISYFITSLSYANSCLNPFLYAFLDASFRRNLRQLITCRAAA
V1aR counter – agonists of human V1a receptor, primary screen, counter-screen for OXTR agonist project, fluorescence, CHO-V1R cells | actives 0.25% (n = 320,000) | Fluo-8 calcium fluorescence, agonist mode; 0% DMSO, 100% 3 nM vasopressin | activation, % at 3 µM | AID 2797, 2010;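 active = activation above the mean activation of all tested compounds plus 3 SD, per screening run, cut at about 20% in these data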;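 note: signal is peak over basal fluorescence ratio across a 100 second FLIPR read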
OXTR potentiator – human OXTR potentiators, primary screen, fluorescence, CHO-OTR cells, Fluo-8 calcium; Fluo-8 calcium fluorescence, potentiator mode; 0% = oxytocin EC15, 100% = EC100; activation, % at 3 µM; actives 0.061% (n = 320,000); AID 2445, 2010;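 active = activation above that plate's cutoff, the mean activation of tested compounds plus 3 SD, cut at about 6.6% in these data, passing the limit was not always enough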;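 note: 100% uses oxytocin at 75 nM as the full agonist control; some results filed as inactive read as strong as hits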
Target sequence (P30559 whole entry, looked up): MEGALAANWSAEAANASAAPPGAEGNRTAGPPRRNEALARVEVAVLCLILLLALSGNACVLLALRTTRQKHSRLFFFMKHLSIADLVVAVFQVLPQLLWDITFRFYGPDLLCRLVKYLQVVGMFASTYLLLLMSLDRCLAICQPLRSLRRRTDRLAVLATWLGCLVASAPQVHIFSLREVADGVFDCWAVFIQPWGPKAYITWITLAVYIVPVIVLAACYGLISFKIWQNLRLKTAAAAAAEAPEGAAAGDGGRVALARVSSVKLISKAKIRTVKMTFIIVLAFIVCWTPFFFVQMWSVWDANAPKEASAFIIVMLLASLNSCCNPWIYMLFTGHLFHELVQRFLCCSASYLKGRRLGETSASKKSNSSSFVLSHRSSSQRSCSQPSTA
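Assay system: CHO cell line stably expressing human OTR. Reagent: EC15 oxytocin agonist. Dosing: single dose, 3.0 µM nominal final compound concentration. Timing: compound 6 min at room temperature before oxytocin, 100 s read. Signal: kinetic Fluo-8 calcium fluorescence. Controls: oxytocin EC15 low and EC100 high.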
CHO-K1 Ca PAM – nonselective calcium activators in parental CHO-K1 cells, primary screen, counter-screen for M1 PAM project, cell-based, Fluo-8 calcium fluorescence, full deck, 1536-well; actives 0.02% (n = 360,000); AID 602247, 2012; activation, % at 3 µM; ATP EC20; 0% at ATP EC20, 100% at ATP max;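 active = activation above the run cutoff, the mean activation of all test compounds plus 3 SD, cut at about 40% in these data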;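 note: peak over basal fluorescence ratio in a 140 s read after ATP addition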
M1 ag parental – counter-screen for M1 agonists: effect in parental CHO-K1 cells. Fluo-8 calcium fluorescence; scaled to maximal ATP response, vehicle zero. activation, % at 3 µM. AID 602248, 2012. actives 0.48% (n = 360,000); in the data active = activation above about 15%;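 note: untransfected CHO-K1 host cells lacking M1 receptor as counterscreen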
OXTR agonist – human OXTR agonists, primary screen, fluorescence, CHO-OTR cells, Fluo-8 calcium; actives 0.32% (n = 320,000); AID 2435, 2010; Fluo-8 calcium fluorescence; normalized: DMSO 0%, oxytocin 100%; Oxytocin receptor (Homo sapiens), P30559; activation, % at 3 µM;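 active = activation above the mean of all tested compounds plus 3 SD, cutoff set per screening run, cut at about 20% in these data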;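 note: peak over basal fluorescence ratio from a 100 s FLIPR kinetic read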
CHO parental Ca – ATP-evoked calcium signal inhibitors, parental CHO, primary screen, counter-screen for OX1R antagonist project, cell-based, fluorescence, Fluo-8 calcium dye | parental CHO-K1, ATP-induced calcium, Fluo-8 fluorescence | inhibition, % at 5.6 µM | actives 0.63% (n = 330,000);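 active = inhibition above that plate's mean sample inhibition plus 3 SD, cut at about 26% in these data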;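 note: 0% = ATP-challenged DMSO wells and 100% = DMSO wells without ATP; some compounds past the cut are filed as inactive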
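material = parental CHO cells | also added = ATP as calcium-mobilizing challenge | dosing = single point at 5.6 µM | detection = intracellular calcium via Fluo-8 no-wash fluorescent dye | read-out = % inhibition | benchmarks = low control ATP plus DMSO, high control DMSO only | repeats = one well per compound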
TAAR1 antagonist – human TAAR1 antagonists, primary screen, Fluo-8 calcium fluorescence, CHO RD-HGA16 cells | actives 1.5% (n = 360,000) | antagonist | inhibition, % at 3 µM | Trace amine-associated receptor 1 (Homo sapiens), Q96RJ0;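 active = inhibition above a per-plate cutoff, the mean inhibition of test compounds on that plate plus 3 SD, cut at about 49% in these data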;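 note: 0% = DMSO plus EC80 beta-PEA response and 100% = DMSO alone without agonist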
Target sequence (Q96RJ0 whole entry, looked up): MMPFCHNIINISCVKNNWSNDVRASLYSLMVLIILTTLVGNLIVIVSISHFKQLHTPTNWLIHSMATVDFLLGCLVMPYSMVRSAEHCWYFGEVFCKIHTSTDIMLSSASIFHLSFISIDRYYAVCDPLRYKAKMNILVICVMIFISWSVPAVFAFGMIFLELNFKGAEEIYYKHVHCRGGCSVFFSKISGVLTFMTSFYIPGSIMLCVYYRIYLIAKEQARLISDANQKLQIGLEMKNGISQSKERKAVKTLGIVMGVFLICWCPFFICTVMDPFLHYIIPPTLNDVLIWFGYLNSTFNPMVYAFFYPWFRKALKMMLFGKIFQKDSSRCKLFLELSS
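System: CHO RD-HGA16 cells bearing hTAAR1. Reagent: EC80 β-phenethylamine stimulus. Schedule: seeding 17-24 h prior, 75-min 37 °C, 30-min RT dye loading. Signal: Fluo-8 intracellular calcium dye fluorescence, real-time kinetic reads. Read-out: % inhibition from peak post-agonist over basal fluorescence ratio. Benchmarks: vehicle wells and EC80 agonist wells. Replicates: n of 1.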
CHO-K1 Ca antag – nonselective inhibitor or artifact in parental CHO-K1 cells | actives 0.6% (n = 360,000) | inhibition, % at 3 µM | ATP-induced calcium, Fluo-8 fluorescence;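 active = inhibition above a per-plate cutoff, the plate's mean sample inhibition plus 3 SD, cut at about 24% in these data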;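 note: 0% = DMSO plus EC80 ATP and 100% = DMSO alone without ATP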
Numbers without * were called inactive; nt = no result given; & = joins results of further samples.

Molecule	GPR7 antag	V1aR counter	OXTR potentiator	CHO-K1 Ca PAM	M1 ag parental	OXTR agonist	CHO parental Ca	TAAR1 antagonist	CHO-K1 Ca antag
COc1ccc(CNC(=O)C2CCN(c3nc(-c4ccccc4)nc4c3CCC4)CC2)cc1	-14	1.6	-8	18	2.2	-0.9	-19	-18	-5
Cc1ccccc1NC(=O)c1cccc(NC(=O)c2c(C(=O)O)cccc2[N+](=O)[O-])c1	nt	0.0	2	-9	0.6	0.7	-9	-10	3
CSCCC(NC(=O)c1ccccc1Br)C(=O)NNC(=O)c1ccco1 (stereo unspecified)	nt	0.4	-3	16	-0.1	0.2	-14	-20	-12
Cc1ccc(C(=O)NCCCN2CCOCC2)cc1	0	-0.6	-29	-3	10	-0.7	6	-13	5
N#CC1=C(N)OC2=C(C(=O)CC(c3ccccc3)C2)C1c1ccoc1 (stereo unspecified)	0	0.6	-7	23	0.3	-0.3	-9	4	-10
COc1ccc(-n2c(SCc3ccc([N+](=O)[O-])cc3)nnc2-c2ccc(C)cc2)cc1	-4	-0.2	-18	-13	-0.8	-0.9	-21	-5	18
C/C=C/C(=O)N[C@@H]1c2ccccc2CC[C@@H]1OCc1ccccc1	nt	nt	nt	15	0.3	nt	-19	1	-17
CCC(C)N1CCCC1C(=O)Nc1c(C)cc(C)cc1C (stereo unspecified)	0	-1.3	-5	-10	-0.7	-0.7	4	-15	25*
C=CCn1c(-c2cc(OC)cc(OC)c2)n[nH]c1=S	-12	0.8	-7	17	0.6	-1.6	-6	7	-7
Cc1ccc(-c2noc(CSc3nnc(Cc4ccccc4)n3-c3ccc(Cl)cc3)n2)cc1	-15	3.5	-4	5	2.5	1.0	-21	-17	-37
CN(/C(=N/S(=O)(=O)c1ccccc1)c1ccccc1)S(=O)(=O)c1ccccc1	-1	1.3	1	-2	-0.2	0.7	10	-4	0
CCCCn1c(N)c(N(CCOC)C(=O)COC(=O)CCOc2ccccc2C)c(=O)[nH]c1=O	nt	2.2	-3	10	0.6	-0.5	-23	-52	-10
CC1=CC(C)(C)NC(=S)N1c1ccccc1C	1	0.3	-1	6&9	-0.4&0.5	-0.2	-4	13&-21	-3&-4
Cn1c(=O)c2cc(NC(=O)Cc3ccccc3F)ccc2n1-c1ccc(C(C)(C)C)cc1	nt	nt	nt	20	0.4	nt	nt	18	-3
CCCCOC(=O)c1ccc(NC(C)=O)cc1	-1	-0.9	-20	3	0.2	-0.5	-12	7	-6
CCCCC(NC(=O)Cc1c(C)c2cc3c4c(oc3c(C)c2oc1=O)CCCC4)C(=O)O (stereo unspecified)	-2	0.2	-10	-8	0.8	-0.4	7	3	-4
C=CCn1c(COc2ccc(Cl)cc2)nnc1SCC(=O)Nc1ccc(S(N)(=O)=O)cc1	10	0.2	-8	10	-0.1	-1.4	-6	12	-2
COC(=O)c1nc(-c2ccc(C)cc2)oc1N(C)C	7	-1.1	4	15	-1.0	-1.4	0	-16	-20
O=C(Nc1ccccc1)c1ccc(COc2ccccc2)cc1	-11	-0.2	0	10	0.4	-1.2	-2	3	-2
COC(=O)c1ccc(NC(=S)NC2CC(C)(C)NC(C)(C)C2)cc1	-7	0.6	5	-4	-0.2	1.4	-11	2	-1
N#Cc1c(SCC(=O)Nc2ccccc2C(F)(F)F)sc2c(O)cc(=O)[nH]c12	-4	1.2	-9	-2	0.8	-0.2	-3	-24	-14
COc1cc(/C=C/C(=O)c2ccc([N+](=O)[O-])o2)ccc1O	nt	0.0	4	-12	0.1	-1.2	4	23	8
COc1ccc(CN(C2CC2)S(=O)(=O)c2ccccc2Br)cc1	nt	nt	nt	11	0.5	nt	-17	28	-4
Cc1cccc(NC(=O)c2ccc(CN3CCc4ccccc4C3)cc2)c1C	0	1.2	-4	0	1.1	0.2	-11	5	-4
Cc1ccc(-n2ncc3c2CC(C)(C)CC3NC(=O)CCN2CCCCC2=O)cc1 (stereo unspecified)	14	-0.8	-11	7	-0.2	0.2	-18	-17	-8
COc1ccc(C2C(C(=O)Nc3ccc(F)cc3)=C(C)Nc3nc(CCCO)nn32)cc1 (stereo unspecified)	8	0.7	-9	6	-0.1	-0.6	-8	-1	7
CC1=C(C(=O)NC2CC(C)(C)Cc3c2cnn3-c2cccc(F)c2)OCCO1 (stereo unspecified)	7	-0.8	-6	6	0.3	-1.3	-8	-13	7
Cc1cccc(C)c1N1CCN(CCn2c(=S)[nH]c3ccccc3c2=O)CC1	-15	nt	nt	8	0.2	nt	nt	-20	-2
CCCn1c(SCC(=O)OCc2ccccc2)nc2c1c(=O)n(C)c(=O)n2C	6	1.4	-2	-5	0.9	1.2	-14	15	10
O=C(COC(=O)c1ccc(O)cc1O)NC1CCCCCC1	nt	2.2	-5	-21	1.1	4.2	-18	-1	17
COc1cccc(OC)c1C(=O)Nc1nc2cc3c(cc2s1)OCO3	-10	-0.5	-7	-9	1.9	-0.8	-24	-5	-17
CCC(NC(=O)C1CCC1)c1ccc(C)cc1 (stereo unspecified)	-14	0.1	3	11	-0.3	-0.7	-14	-13	2
CCOC(=O)c1c(C)[nH]c(N=Nc2ccc(OC)cc2)c1C	-9	-0.3	-8	0	1.2	-1.1	-17	24	-20
Cc1cc(C)cc(NC(=S)NCCc2ccc(S(N)(=O)=O)cc2)c1	2	1.1	-7	22	8.5	0.0	-1	4	1
COc1ccc(NC(=O)CSc2nc3ccccc3c(=O)n2CCNC(C)=O)c(OC)c1	-7	-0.8	2	7	0.1	0.4	-11	-3	-7
CC12CCC(C(=O)NNc3ccccc3)(OC1=O)C2(C)C (stereo unspecified)	0	0.2	-4	2	0.0	0.2	-5	-19	-5

Overlap with the part before: 2 entries, then new ones.
Molecule	GPR7 antag	V1aR counter	OXTR potentiator	CHO-K1 Ca PAM	M1 ag parental	OXTR agonist	CHO parental Ca	TAAR1 antagonist	CHO-K1 Ca antag
COc1ccc(NC(=O)CSc2nc3ccccc3c(=O)n2CCNC(C)=O)c(OC)c1	-7	-0.8	2	7	0.1	0.4	-11	-3	-7
CC12CCC(C(=O)NNc3ccccc3)(OC1=O)C2(C)C (stereo unspecified)	0	0.2	-4	2	0.0	0.2	-5	-19	-5
CN(C)C(CNC(=S)Nc1ccc(Cl)cc1)c1cccnc1 (stereo unspecified)	-13	1.7	-5	22	1.2	1.2	-18	-4	-7
Cc1ccc(C)c(NC(=O)CN(C)C(=O)CN2C(=O)C3CCCCC3C2=O)c1 (stereo unspecified)	nt	0.0	-5	4	1.1	-0.4	-20	21	4
Cc1cccc(C)c1OCC(O)CN1CCc2ccccc2C1 (stereo unspecified)	nt	-1.0	1	11	1.2	0.0	-8	-17	-9
CN(Cc1nc(Cc2cccc(F)c2)no1)CC1CCOCC1	1	0.1	-10	13	0.3	0.6	-16	-6	-10
COc1ccc(CC(=O)NNC(=O)c2ccoc2C)cc1OC	1	0.6	-2	-6	0.2	2.0	-2	3	-3
COC(=O)c1cc2occc2n1Cc1nc(-c2ccccc2F)oc1C	-12	0.0	-1	9	0.1	0.5	-12	0	-9
C[C@H](CO)N1C[C@H](C)[C@@H](CN(C)S(C)(=O)=O)Oc2ccc(NC(=O)NC3CCCCC3)cc2C1=O	nt	0.9	3	-5	-0.1	1.4	29	-14	10
Clc1ccc(Cc2nc(-c3cccnc3)no2)cc1	-10	-1.2	-5	11	0.7	-2.0	-12	4	-18
COc1ccc(CC2(CO)CCN(Cc3cnc(-c4ccccc4C)nc3)CC2)cc1	8	1.3	-9	5	3.3	1.6	-17	-9	-3
CCCC(=O)C1=C(O)C(C(=O)OC)C(C)(C)CC1=Nc1ccc(OC)cc1 (stereo unspecified)	-5	-1.5	9	4	0.2	-2.6	-21	-7	1
COc1ccc(C(=O)COC(=O)Cn2c(C)csc2=O)c(OC)c1	nt	0.2	-2	7	0.9	0.9	-11	-2	0
CC(=C\c1ccccc1)/C=C1/SC(=O)N(CCCC(=O)Nc2ccc(C(=O)O)cc2)C1=O	7	2.0	-7	-8	0.2	-0.7	-4	11	13
Cc1ccc(C(C)C)c(OCC(=O)NNC(=O)Nc2ccccc2)c1	nt	3.0	-13	19	3.9	0.3	-10	-13	-5
COc1ccc(CNCCC(c2ccccc2)c2ccc3c(c2)OCO3)cc1 (stereo unspecified)	41*	16	-10	4	28*	22*	10	31	-6
COc1ccc(-c2csc(N3C(=O)C4C5c6ccccc6C(c6ccccc65)C4C3=O)n2)cc1 (stereo unspecified)	-7	-0.2	-2	-3	0.2	0.9	-2	-9	-1
Cc1cccc(-n2ncc3c(NCc4cccnc4)ncnc32)c1	nt	3.3	-4	0	1.0	2.3	-3	2	-3
Cc1ccc(NC(=O)COC(=O)C2CC(=O)N(Cc3ccccc3)C2)cc1F (stereo unspecified)	-17	2.1	-7	5	0.7	1.5	-20	15	-3
COc1ccc(S(=O)(=O)N2CCN(CC(O)COc3ccc(C#N)cc3)CC2)cc1OC (stereo unspecified)	2	0.5	-14	6	1.4	-0.1	-13	-38	6
CC(=O)Nc1ccc(S(=O)(=O)NCc2ccc3[nH]c(C)cc3c2)cc1	6	5.5	-8	20	1.4	1.2	1	4	-7
CC(C)n1cnnc1SCC(=O)NC(=O)c1ccccc1	nt	2.7	-7	-26	0.3	0.9	-16	-14	6
Cc1ccc(C(=O)c2sc(Nc3ccccc3)c(C#N)c2N)cc1	-9	-0.1	-10	6	-0.2	-1.2	-7	-25	-8
CCN1CCN(Cc2c(O)ccc3c2O/C(=C\C=C\c2ccccc2OC)C3=O)CC1	-7	8.2	-11	16	0.7	8.6	-2	6	-4
CCN(C(=S)Nc1cccnc1)c1ccccc1	0	0.5	-3	-9	1.1	1.3	-3	-5	-11
COc1ccc(N=CC2=C(O)CC(c3ccccc3)CC2=O)c(OC)c1 (stereo unspecified)	3	-0.4	-16	2	0.8	-1.4	0	12	-5
O=C(CSc1ccccc1F)NNC(=O)c1cncc(Br)c1	nt	2.3	1	0	0.6	2.0	-10	1	-15
